Screening data deposited in PubChem BioAssay by National Center for Advancing Translational Sciences (NCATS).
EPAC2 ag – agonists of human EPAC2 (RAPGEF4) | Q8WZA2 | EPAC2 activation, biochemical qHTS; response scale: 100% = 6.5 mM cAMP response | Potency, µM (top dose mostly 154 µM), inactives show top-dose activation, actives largely listed as activators | 360,000 tested, 0.079% active | AID 720711; further: nearly all actives have a fitted effect of over 50% in size
Target sequence (Q8WZA2 whole entry, looked up): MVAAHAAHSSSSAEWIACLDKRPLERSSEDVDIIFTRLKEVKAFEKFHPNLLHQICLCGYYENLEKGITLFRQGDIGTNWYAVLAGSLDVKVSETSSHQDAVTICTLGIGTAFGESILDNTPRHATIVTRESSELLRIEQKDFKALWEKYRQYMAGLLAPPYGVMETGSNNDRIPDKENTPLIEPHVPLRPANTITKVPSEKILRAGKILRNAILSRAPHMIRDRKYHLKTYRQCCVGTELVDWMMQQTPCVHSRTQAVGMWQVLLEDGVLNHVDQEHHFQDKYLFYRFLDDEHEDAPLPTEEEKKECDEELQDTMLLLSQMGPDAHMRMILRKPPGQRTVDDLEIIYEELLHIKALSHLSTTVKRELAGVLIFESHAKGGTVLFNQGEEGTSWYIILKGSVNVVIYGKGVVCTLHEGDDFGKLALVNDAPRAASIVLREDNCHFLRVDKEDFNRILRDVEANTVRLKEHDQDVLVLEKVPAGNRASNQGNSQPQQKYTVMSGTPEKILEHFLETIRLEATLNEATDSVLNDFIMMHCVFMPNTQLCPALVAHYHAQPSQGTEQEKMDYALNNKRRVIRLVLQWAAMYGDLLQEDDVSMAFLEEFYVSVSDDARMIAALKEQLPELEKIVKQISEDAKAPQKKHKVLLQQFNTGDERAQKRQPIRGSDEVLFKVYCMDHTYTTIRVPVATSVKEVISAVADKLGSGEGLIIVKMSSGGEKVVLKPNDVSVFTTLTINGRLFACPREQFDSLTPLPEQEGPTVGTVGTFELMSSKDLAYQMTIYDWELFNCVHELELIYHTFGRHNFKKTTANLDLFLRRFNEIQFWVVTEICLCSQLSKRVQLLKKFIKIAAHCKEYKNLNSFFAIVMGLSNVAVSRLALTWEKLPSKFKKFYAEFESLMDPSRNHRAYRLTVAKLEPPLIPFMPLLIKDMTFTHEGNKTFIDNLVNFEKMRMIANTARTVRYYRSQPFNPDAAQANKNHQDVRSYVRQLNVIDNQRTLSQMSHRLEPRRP
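Compounds were added across a concentration range to EPAC2 (100 nM), RAP1B-BODIPY-GDP (250 nM) and GDP (50 uM). After 5 min at room temperature, fluorescence was recorded at 5-min intervals for 30 min.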
EPAC1 antagonist – blocks human EPAC1 exchange factor; 360,000 tested, 0.14% active; EPAC1 GEF assay, Rap1b-BODIPY-GDP exchange fluorescence; AID 720709; O95398; Potency, µM (highest dose often 115 µM), for the others: at the highest dose activity change, negative = inhibition, most hits filed as inhibitors;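 further: plate controls were vehicle for no effect and positive control for full effect; nearly all actives have a fitted effect of over 50% in size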
EPAC1 agonist – EPAC1 (human) agonism | EPAC1 agonist qHTS, biochemical assay; response scale: 100% = response to 6.5 mM cAMP | 360,000 tested, 0.073% active | AID 720707 | Potency, µM (titrated, usually from 154 µM), inactives show at the top dose activation, most hits filed as activators | O95398; further: nearly all actives have a fitted effect of over 60% in size
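Compounds were pinned as a concentration titration into mixtures of EPAC1 (100 nM), BODIPY-GDP-loaded Rap1B (250 nM) and GDP (50 uM). After 5 min at room temperature, fluorescence was followed for 30 min; activity was scaled to 6.5 mM cAMP.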
TDP-43 yeast inh – inhibitors of TDP-43 toxicity in yeast. 410,000 tested, 1.8% active. TDP-43 expressing yeast growth rescue, BacTiter-Glo, 24 h. Potency, µM (series often up to 46.1 µM), inactives show top-dose growth rescue (activation), hits mostly activators. AID 652104; further: % of control where 0% means no effect; nearly all actives have a fitted effect of over 50% in size
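In this qHTS, compounds that restore growth of yeast expressing TDP-43 appear as activators. Cells (OD600=0.02, galactose medium, raffinose-pregrown) are incubated with compound 24 hr at 30 deg C and growth is quantified by BacTiter-Glo.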
EPAC2 antag – antagonists of human EPAC2; Q8WZA2; EPAC2 GEF exchange of Rap1B-BODIPY-GDP, fluorescence; Potency, µM (doses to about 114 µM), without a hit: at the top dose activity, negative = inhibition, usual class: inhibitors; 360,000 tested, 0.18% active; AID 720708; further: on the % scale 0 is the no-effect control and ±100 the full control effect; nearly all actives have a fitted effect of over 45% in size; many of its hits are not listed in these tables
PTHR1 ag – agonists of human PTHR1 parathyroid hormone receptor; Q03431; HEK293 GP2 PTHR1 cells, GloSensor cAMP luminescence, 1 h; Potency, µM (doses to about 115 µM), for the others: at the highest dose activation, most hits filed as activators; 410,000 tested, 0.075% active; AID 743266; further: nearly all actives have a fitted effect of over 55% in size; some results filed as inactive show a strong effect at the top dose; inactives centre near -15; many of its hits are not listed in these tables
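HEK-293-derived GP2 cells expressing PTHR1 and a GloSensor cAMP reporter, 3,000/well, plated overnight, given luciferin plus IBMX (each 0.5 mM as added) for 1 h at 37 °C, then compound for 1 h at 37 °C. Luminescence was read after 15 min at room temperature.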
FUS yeast rescue – FUS proteinopathy suppression in yeast; S. cerevisiae FUS-expressing, growth rescue, OD600, 24 h; Potency, µM (highest dose often 76.6 µM), for the others: at the highest dose growth rescue (activation), usual class: activators; 390,000 tested, 0.24% active;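 further: plate controls were DMSO vehicle for no effect and reference control for full effect; nearly all actives have a fitted effect of over 55% in size; some results filed as inactive show a strong effect at the top dose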
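Compound concentration series was pinned onto galactose-induced FUS-expressing yeast seeded at OD 0.005. Plates sat 24hr at 30C; absorbance at 600 nm gave growth. DMSO served as background control.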
aSyn rescue – alpha-synuclein toxicity inhibition in yeast; Potency, µM (series often up to 46.1 µM), for inactives: at the top dose growth rescue (activation), usual class: activators; AID 652106; Yeast expressing alpha-synuclein, growth rescue, BacTiter-Glo, 24 h; 370,000 tested, 0.14% active; further: % of control where 0% means no effect; nearly all actives have a fitted effect of over 65% in size
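Galactose-induced alpha-syn yeast (OD600=0.02, raffinose-pregrown) + pinned cpd, 24 hr, 30 deg C; growth by BacTiter-Glo luminescence. Growth restoration scores as activation.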
Active calls of the source: *; [ ] = remark or other dose. The call rests on the fitted dose curve; in most records, active means well fitted curve in the direction sought with a large enough effect; inconclusive means small, poorly fitted or top-dose-only effect, or another doubt; inactive means no such curve, though single readings can be large; an effect the other way counts as inactive or inconclusive. Potency means the concentration at half of the fitted maximal effect.

Screening COc1cc(OC)cc(N2CC(C)(C)C2=O)c1 returned EPAC2 ag 9%, EPAC1 antagonist -3%, EPAC1 agonist 7%, TDP-43 yeast inh 13%, EPAC2 antag -2%, PTHR1 ag -14%, FUS yeast rescue -13% and aSyn rescue 0%.
CCOc1ccccc1C(=O)Nc1nnc(C(C)C)s1 was read as EPAC2 ag -10%, EPAC1 antagonist 3%, EPAC1 agonist -13%, TDP-43 yeast inh 17%, EPAC2 antag -5%, PTHR1 ag -15%, FUS yeast rescue -18% and aSyn rescue -2%.
`O=C(CCCOc1ccccc1)NCC1CCCO1` (stereo not drawn) gave EPAC2 ag -1%, EPAC1 antagonist 12%, EPAC1 agonist 2%, TDP-43 yeast inh -5%, EPAC2 antag 4%, PTHR1 ag -7%[57.5 µM], FUS yeast rescue -12% and aSyn rescue -2%.
Screening O=C(O)c1cc(S(=O)(=O)N2CCOCC2)c(Sc2ccccn2)cc1Sc1ccccn1 returned EPAC2 ag 0%, EPAC1 antagonist -4%, EPAC1 agonist 4%, TDP-43 yeast inh 5%, EPAC2 antag 19%, PTHR1 ag 0% and aSyn rescue 1%.
`CN(Cc1cccc(Cl)c1Cl)c1ccc(S(=O)(=O)N2CCCCC2)cc1[N+](=O)[O-]` gave EPAC2 ag 0%, EPAC1 antagonist 10%, EPAC1 agonist 1%, TDP-43 yeast inh -19%, EPAC2 antag 16%, PTHR1 ag -1%, FUS yeast rescue 21% and aSyn rescue 0%.
C/C=C/c1ccc(OCC(=O)Nc2cc(OC)c(OC)c(OC)c2)c(OC)c1 was read as EPAC2 ag -5%, EPAC1 antagonist -17%, EPAC1 agonist -8%, TDP-43 yeast inh -9%[9.22 µM], EPAC2 antag -18%, PTHR1 ag -44%[inhibitor], FUS yeast rescue 10% and aSyn rescue -1%.
`Cc1cc(C)c2c(N)c(C(=O)Nc3ccccc3Br)sc2n1` gave EPAC2 ag 12%, EPAC1 antagonist -19%, EPAC1 agonist 17%, TDP-43 yeast inh 12%, EPAC2 antag 6%, PTHR1 ag -12%, FUS yeast rescue -15% and aSyn rescue -4%.
For CC(C)CC(=O)c1c[nH]c(C(=O)NCCCn2ccnc2)c1 the results were EPAC2 ag 4%, EPAC1 antagonist 9%, EPAC1 agonist 3%, TDP-43 yeast inh 8%, EPAC2 antag 1%, PTHR1 ag inactive, FUS yeast rescue -7% and aSyn rescue -2%.
c1ccc(C(c2cccs2)c2c[nH]c3ccccc23)cc1 (stereo not drawn) was read as TDP-43 yeast inh 0%, PTHR1 ag -22%, FUS yeast rescue -6% and aSyn rescue -20%.
For CC1CC(C)CN(C(=O)CCNC(=O)c2ccccc2Cl)C1 (stereo not drawn) the results were EPAC2 ag -6%, EPAC1 antagonist -26%, EPAC1 agonist 17%, TDP-43 yeast inh 4%, EPAC2 antag 0%, PTHR1 ag inactive, FUS yeast rescue 1% and aSyn rescue 1%.
CC(=O)c1sc(N/N=C2\CC3CC2C(C)C3(C)C)nc1C (stereo not drawn) was read as EPAC2 ag -9%, EPAC1 antagonist -7%, EPAC1 agonist -2%, TDP-43 yeast inh -2%[9.22 µM], EPAC2 antag -9%, PTHR1 ag -14%, FUS yeast rescue 35% and aSyn rescue -8%.
CC(=O)Nc1ccc2nc(SCC(=O)N3CCOCC3)sc2c1 was read as EPAC2 ag 10%, EPAC1 antagonist -4%, EPAC1 agonist 8%, TDP-43 yeast inh 3%, EPAC2 antag 0%, PTHR1 ag inactive, FUS yeast rescue 17% and aSyn rescue -2%.
For COc1cccc(/C=N\NC(=O)c2cc(OCC(F)(F)F)ccc2OCC(F)(F)F)c1 the results were EPAC2 ag -10%, EPAC1 antagonist -1%, EPAC1 agonist -17%, TDP-43 yeast inh 24%, EPAC2 antag 8%, PTHR1 ag inactive, FUS yeast rescue -17% and aSyn rescue 0%.
Screening CC1(C(=O)Nc2ccc(Cl)cc2)Cc2c(-c3cccc(C(F)(F)F)c3)ccnc2O1 (stereo not drawn) returned EPAC2 ag 5%, EPAC1 antagonist -6%, EPAC1 agonist -11%, TDP-43 yeast inh 7%, EPAC2 antag 2%, PTHR1 ag inactive, FUS yeast rescue 23% and aSyn rescue 17%.
Screening COc1ccccc1N1CSC2=C(C#N)C(c3ccc(SC)cc3)CC(=O)N2C1 (stereo not drawn) returned EPAC2 ag 0%, EPAC1 antagonist inconclusive, EPAC1 agonist -18%, TDP-43 yeast inh 14%, EPAC2 antag -16%, PTHR1 ag inactive, FUS yeast rescue 40% and aSyn rescue 1%.
CC(OC(=O)CCCN=C1NS(=O)(=O)c2ccccc21)C(=O)Nc1ccccc1F (stereo not drawn) was read as EPAC2 ag -7%, EPAC1 antagonist 2%, EPAC1 agonist -4%, TDP-43 yeast inh 15%, EPAC2 antag -4%, PTHR1 ag inactive, FUS yeast rescue 0% and aSyn rescue 0%.
Screening COc1ccc(CNCc2cccc(Oc3ccccc3)c2)cc1 returned EPAC2 ag 11%, EPAC1 antagonist -6%, EPAC1 agonist 8%, TDP-43 yeast inh 20%, EPAC2 antag -1%, PTHR1 ag inactive, FUS yeast rescue 9% and aSyn rescue 10%.
For COc1ccc(CN(CCCn2cnc3c(OC)ncnc32)CCCn2cnc3c(OC)ncnc32)cc1 the results were EPAC2 ag -4%, EPAC1 antagonist 6%, EPAC1 agonist 5%, TDP-43 yeast inh 12%, EPAC2 antag -6%, PTHR1 ag -32%, FUS yeast rescue 16% and aSyn rescue 17%.
`Cc1cc(C)c(S(=O)(=O)Cc2ccccc2)c(OC(C)C)n1` gave EPAC2 ag 4%, EPAC1 antagonist 7%, EPAC1 agonist 1%, TDP-43 yeast inh -1%, EPAC2 antag inconclusive, PTHR1 ag -7%, FUS yeast rescue 3% and aSyn rescue -1%.
For Cn1cnc([N+](=O)[O-])c1Cl the results were EPAC2 ag 6%, EPAC1 antagonist -11%, EPAC1 agonist 8%, TDP-43 yeast inh -6%, EPAC2 antag -1%, PTHR1 ag inactive, FUS yeast rescue 5% and aSyn rescue -15%.
Screening O=C(c1ccc(NS(=O)(=O)c2ccc3[nH]c(=O)[nH]c3c2)cc1)N1CCCCC1 returned EPAC2 ag 10%, EPAC1 antagonist 8%, EPAC1 agonist -50%[inhibitor], TDP-43 yeast inh 1%, EPAC2 antag -1%, PTHR1 ag inactive, FUS yeast rescue 8% and aSyn rescue -2%.
For COc1cc(S(=O)(=O)Nc2ccc3nc(C)sc3c2)ccc1NC(C)=O the results were EPAC2 ag 7%, EPAC1 antagonist 0%, EPAC1 agonist 1%, TDP-43 yeast inh -2%, EPAC2 antag -3%, PTHR1 ag -50%[inhibitor], FUS yeast rescue 8% and aSyn rescue -1%.
`CCC(C)[C@H](NC(=O)Nc1cccc(Br)c1)C(=O)OC` (stereo partly drawn) gave EPAC2 ag 11%, EPAC1 antagonist 0%, EPAC1 agonist 1%, TDP-43 yeast inh 0%, EPAC2 antag 1%, PTHR1 ag inactive, FUS yeast rescue 14% and aSyn rescue 0%.
`CC(C)NC(=O)CSc1nnc(-c2ccc(C(C)(C)C)cc2)n1C` gave EPAC2 ag -2%, EPAC1 antagonist -18%, EPAC1 agonist 2%, TDP-43 yeast inh -25%, EPAC2 antag -7%, PTHR1 ag 27%[57.5 µM], FUS yeast rescue 11% and aSyn rescue -5%.
`Cc1ccc(C)c(CN2CCN(c3ncccn3)CC2)c1` gave EPAC2 ag 7%, EPAC1 antagonist -12%, EPAC1 agonist 4%, TDP-43 yeast inh -12%, EPAC2 antag 5%, PTHR1 ag -8%, FUS yeast rescue 26% and aSyn rescue -4%.
COc1cc(C(=O)N2CCC(NC(=O)C(Cc3ccccc3)NC(C)=O)CC2)cc(OC)c1OC (stereo not drawn) was read as EPAC2 ag 8%, EPAC1 antagonist -12%, EPAC1 agonist 9%, TDP-43 yeast inh -1%, EPAC2 antag -16%, PTHR1 ag -22%[57.5 µM], FUS yeast rescue 4% and aSyn rescue -3%.
O=C(Nc1cccc(NC(=O)C2CC3CCCC(C2)C3=O)n1)C1CC2CCCC(C1)C2=O (stereo not drawn) was read as EPAC2 ag 4%, EPAC1 antagonist -13%, EPAC1 agonist -12%, TDP-43 yeast inh -2%, EPAC2 antag 3%, PTHR1 ag -28%[57.5 µM], FUS yeast rescue 18% and aSyn rescue 1%.
`CCOc1cc(N2CCOCC2)c(OCC)cc1NC(=O)CSc1nnc(N)s1` gave EPAC2 ag 3%, EPAC1 antagonist -1%, EPAC1 agonist 9%, TDP-43 yeast inh -1%, EPAC2 antag 0%, PTHR1 ag inactive, FUS yeast rescue 4% and aSyn rescue 7%.
Screening CCN1C[C@@H]2[C@@H]3C(=O)N(C)C(=O)[C@@H]3[C@](C)(C1=O)N2C(=O)c1ccc(C(C)(C)C)cc1 returned EPAC2 ag 6%, EPAC1 antagonist 2%, EPAC1 agonist 9%, TDP-43 yeast inh 8%, EPAC2 antag -5%, PTHR1 ag -30%[inhibitor], FUS yeast rescue 5% and aSyn rescue 1%.
`CSCC(=O)N1CCCC(CO)(CCCc2ccccc2)C1` (stereo not drawn) gave EPAC2 ag 4%, EPAC1 antagonist -14%, EPAC1 agonist 6%, TDP-43 yeast inh 2%, EPAC2 antag -2%, PTHR1 ag -7%, FUS yeast rescue 2% and aSyn rescue -6%.
`COC(=O)Cn1cnc2c(oc3ccccc32)c1=O` gave EPAC2 ag 3%, EPAC1 antagonist -22%, EPAC1 agonist 3%, TDP-43 yeast inh 10%, EPAC2 antag 6%, PTHR1 ag -23%, FUS yeast rescue -9% and aSyn rescue 2%.

Retrieved by structure from the list above:
Screening CCN1C[C@@H]2[C@@H]3C(=O)N(C)C(=O)[C@@H]3[C@](C)(C1=O)N2C(=O)c1ccc(C(C)(C)C)cc1 returned EPAC2 ag 6%, EPAC1 antagonist 2%, EPAC1 agonist 9%, TDP-43 yeast inh 8%, EPAC2 antag -5%, PTHR1 ag -30%[inhibitor], FUS yeast rescue 5% and aSyn rescue 1%.
O=C(Nc1cccc(NC(=O)C2CC3CCCC(C2)C3=O)n1)C1CC2CCCC(C1)C2=O (stereo not drawn) was read as EPAC2 ag 4%, EPAC1 antagonist -13%, EPAC1 agonist -12%, TDP-43 yeast inh -2%, EPAC2 antag 3%, PTHR1 ag -28%[57.5 µM], FUS yeast rescue 18% and aSyn rescue 1%.
COc1cc(C(=O)N2CCC(NC(=O)C(Cc3ccccc3)NC(C)=O)CC2)cc(OC)c1OC (stereo not drawn) was read as EPAC2 ag 8%, EPAC1 antagonist -12%, EPAC1 agonist 9%, TDP-43 yeast inh -1%, EPAC2 antag -16%, PTHR1 ag -22%[57.5 µM], FUS yeast rescue 4% and aSyn rescue -3%.

These rows are one share of the data (hit frequency here may not be typical).
